aSyn yeast inh = rescues yeast growth from alpha-synuclein toxicity | Potency, µM (titrated, usually from 46.1 µM), without a hit: at the top dose growth rescue (activation), usual class: activators | actives 0.14% (n = 370,000) | Yeast expressing alpha-synuclein, growth rescue, BacTiter-Glo, 24 h; note: potency is the fitted concentration of half-maximal effect; % of control where 0% means no effect; nearly all actives have a fitted effect of over 65% in size
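Readout is rescue of growth in alpha-synuclein-expressing yeast, so inhibitors of toxicity appear as activators. Growth after 24 hr at 30 deg C in galactose medium is quantified by luminescence.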
DRD3 antagonist = antagonists of human D3 dopamine receptor | D3R cells, DiscoveRx beta-arrestin luminescence, antagonist mode; stronger effect = lower value | actives 2.5% (n = 360,000) | max response, negative = inhibition, %; in the data active = max response below about -50%; inconclusive = no clear call, values can overlap the other calls; note: % is set by controls: 0 for no effect and ±100 for the full control effect; mostly tested at two doses, the higher about 12 µM
Target sequence (P35462 whole entry, looked up): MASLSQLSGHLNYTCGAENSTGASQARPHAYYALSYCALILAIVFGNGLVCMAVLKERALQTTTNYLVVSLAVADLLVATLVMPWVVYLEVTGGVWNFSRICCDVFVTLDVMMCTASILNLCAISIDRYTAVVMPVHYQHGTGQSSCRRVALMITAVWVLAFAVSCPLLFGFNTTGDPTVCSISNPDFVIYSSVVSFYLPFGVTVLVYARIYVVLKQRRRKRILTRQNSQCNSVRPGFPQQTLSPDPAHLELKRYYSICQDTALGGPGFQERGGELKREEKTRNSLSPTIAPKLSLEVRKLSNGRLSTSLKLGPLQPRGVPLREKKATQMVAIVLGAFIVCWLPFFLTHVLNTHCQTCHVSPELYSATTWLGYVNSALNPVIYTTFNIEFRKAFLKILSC
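Cells plated overnight at 1500 cells/well, then exposed to library compounds with dopamine controls for 90 minutes at 37 degrees C. DiscoveRx reagent added for 30–60 minutes at room temperature; luminescence read, quantitative HTS format.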
GLP1R ag = GLP-1 receptor (human) agonism | P43220 | HEK293 GLP-1R CRE-luciferase, luminescence, 4-6 h; cells express a hypersensitive GLP-1R form | Potency, µM (titrated, usually from 45.6 µM), for inactives: top-dose activation, usual class: activators | actives 0.007% (n = 380,000) | AID 624172; note: potency is the fitted concentration of half-maximal effect; % of control where 0% means no effect
pAkt inh = inhibitors of Akt phosphorylation. Neuro2A IGF-stimulated pAkt S473 HTRF, 20 min; stronger effect = lower value. activity change, % for hits at 50 µM. actives 0.32% (n = 360,000). AID 651550; in the data active = activity change below about -80%; inconclusive = mostly about -51% to -80%; note: % is set by controls: 0 for no effect and ±100 for the full control effect
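Single-point screen (50 µM final compound) in Neuro2A cells stimulated 20 min with 6 nM IGF at 37 deg C. After lysis, Ser473-phosphorylated Akt read by HTRF (ex 330 nm, em 615/665 nm) as the 665/615 ratio.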
PTHR1 agonist = agonists of human PTHR1 parathyroid hormone receptor; actives 0.075% (n = 410,000); HEK293 GP2 PTHR1 cells, GloSensor cAMP luminescence, 1 h; Potency, µM (doses to about 115 µM), for inactives: at the top dose activation, actives largely listed as activators; AID 743266; Q03431; note: potency is the fitted concentration of half-maximal effect; nearly all actives have a fitted effect of over 55% in size; some results filed as inactive show a strong effect at the top dose; inactives centre near -15; many of its hits are not listed in these tables
Target sequence (Q03431 whole entry, looked up): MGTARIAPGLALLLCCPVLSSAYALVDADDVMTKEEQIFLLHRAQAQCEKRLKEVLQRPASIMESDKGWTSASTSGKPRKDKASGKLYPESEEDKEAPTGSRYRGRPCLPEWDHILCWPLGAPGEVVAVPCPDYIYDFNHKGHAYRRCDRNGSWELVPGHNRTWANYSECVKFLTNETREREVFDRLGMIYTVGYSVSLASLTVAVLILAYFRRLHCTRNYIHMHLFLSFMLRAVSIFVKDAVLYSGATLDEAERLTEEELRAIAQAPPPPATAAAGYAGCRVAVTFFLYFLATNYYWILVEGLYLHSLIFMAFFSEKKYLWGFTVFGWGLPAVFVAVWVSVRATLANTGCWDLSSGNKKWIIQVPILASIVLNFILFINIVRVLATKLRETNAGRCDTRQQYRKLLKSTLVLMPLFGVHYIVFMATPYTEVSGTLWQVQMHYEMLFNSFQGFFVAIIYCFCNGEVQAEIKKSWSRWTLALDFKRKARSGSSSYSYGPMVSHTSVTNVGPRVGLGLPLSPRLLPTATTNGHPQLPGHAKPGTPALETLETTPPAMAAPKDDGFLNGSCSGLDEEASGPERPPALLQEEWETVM
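HEK-293-derived GP2 cells expressing PTHR1 and a GloSensor cAMP reporter, 3,000/well, plated overnight, given luciferin plus IBMX (each 0.5 mM as added) for 1 h at 37 °C, then compound for 1 h at 37 °C. Luminescence was read after 15 min at room temperature.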
GLP-1R inv ag = inverse agonists of human GLP-1 receptor; P43220; HEK293 GLP-1R CRE-luciferase, luminescence, 24 h; GLP-1R form is constitutively active; Potency, µM (highest dose often 38.3 µM), inactives show top-dose activity change, negative = inhibition, hits mostly inhibitors; actives 1.6% (n = 410,000); AID 624417; note: potency is the fitted concentration of half-maximal effect; % is set by controls: 0 for no effect and ±100 for the full control effect; nearly all actives have a fitted effect of over 55% in size
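qHTS in 1536-well format: reporter HEK293 cells expressing constitutive GLP-1R activity in DMEM + 10% Nu serum, 24 hr with compounds at 37 deg C, luminescence read after 12 min with detection reagent.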
TDP-43 yeast inh = inhibitors of TDP-43 toxicity in yeast | TDP-43 expressing yeast growth rescue, BacTiter-Glo, 24 h | Potency, µM (highest dose often 46.1 µM), without a hit: top-dose growth rescue (activation), actives largely listed as activators | actives 1.8% (n = 410,000) | AID 652104; note: potency is the fitted concentration of half-maximal effect; % of control where 0% means no effect; nearly all actives have a fitted effect of over 50% in size
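Galactose-induced TDP-43 yeast, OD600=0.02, compound pinned; 24 hr, 30 deg C; BacTiter-Glo luminescence for growth. Inhibitors of TDP-43 toxicity read as activators.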
Abeta rescue = compounds reversing amyloid beta toxicity in yeast; yeast expressing A-beta42, growth rescue, OD600, 48 h; response scale: 0% DMSO, 100% iron-clioquinol control; AID 1347071; actives 0.063% (n = 410,000); Potency, µM (titrated, usually from 46.1 µM), for inactives: at the top dose growth rescue, hits mostly activators; note: potency is the fitted concentration of half-maximal effect; nearly all actives have a fitted effect of over 55% in size
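Yeast growth medium received pinned compounds, then yeast cells expressing toxic A-beta were added; plates incubated at 30 C for 48 hr. Growth read as absorbance at 600 nm, normalized to DMSO and equimolar FeCl3 plus clioquinol controls.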
FUS suppressor = FUS proteinopathy suppression in yeast. S. cerevisiae FUS-expressing, growth rescue, OD600, 24 h. Potency, µM (top dose mostly 76.6 µM), inactives show top-dose growth rescue (activation), actives largely listed as activators. actives 0.24% (n = 390,000). AID 1347120;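 note: potency is the fitted concentration of half-maximal effect; plate controls were DMSO vehicle for no effect and reference control for full effect; nearly all actives have a fitted effect of over 55% in size; some results filed as inactive show a strong effect at the top dose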
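Compound concentration series was pinned onto galactose-induced FUS-expressing yeast seeded at OD 0.005. Plates sat 24hr at 30C; absorbance at 600 nm gave growth. DMSO served as background control.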
The depositor's hits bear a star; i = inactive; u = inconclusive; x = not tested or not shown; & = joins results of further samples; [ ] = remark or other dose. Unless noted, calls come from the whole dose curve; as a rule, active = well fitted curve in the direction sought with a large enough effect; inconclusive = small, poorly fitted or top-dose-only effect, or another doubt; inactive = no such curve, though single readings can be large; an effect the other way counts as inactive or inconclusive.

The opening 3 records, to show the layout:
Field names: A = aSyn yeast inh; B = DRD3 antagonist; C = GLP1R ag; D = pAkt inh; E = PTHR1 agonist; F = GLP-1R inv ag; G = TDP-43 yeast inh; H = Abeta rescue; I = FUS suppressor
COc1ccc(CC(=O)Nc2nn(C)c3nc4c(C)cccc4cc23)cc1
  A: 1% | B: 2 | C: 3% | D: i | E: i | F: 16% | G: 11% | H: -5% | I: -10%

COc1cc(-c2noc(-c3ccc(NCc4cccnc4)c([N+](=O)[O-])c3)n2)cc(OC)c1OC
  A: x | B: x | C: x | D: x | E: i | F: 13% | G: 4% | H: -8% | I: 16%

Nc1c(NC2CCCCC2)c2ccccc2oc1=O
  A: 2% | B: -4 | C: 9% | D: i | E: 20%[57.5 µM] | F: 4% | G: -3% | H: -1% | I: 17%

Main list, from the first entry:
Field names: A = aSyn yeast inh; B = DRD3 antagonist; C = GLP1R ag; D = pAkt inh; E = PTHR1 agonist; F = GLP-1R inv ag; G = TDP-43 yeast inh; H = Abeta rescue; I = FUS suppressor
COc1ccc(CC(=O)Nc2nn(C)c3nc4c(C)cccc4cc23)cc1
  A: 1% | B: 2 | C: 3% | D: i | E: i | F: 16% | G: 11% | H: -5% | I: -10%

COc1cc(-c2noc(-c3ccc(NCc4cccnc4)c([N+](=O)[O-])c3)n2)cc(OC)c1OC
  A: x | B: x | C: x | D: x | E: i | F: 13% | G: 4% | H: -8% | I: 16%

Nc1c(NC2CCCCC2)c2ccccc2oc1=O
  A: 2% | B: -4 | C: 9% | D: i | E: 20%[57.5 µM] | F: 4% | G: -3% | H: -1% | I: 17%

Cc1ccc(-c2nc(CSc3nnc(C)n4c3cc3occc34)c(C)o2)cc1
  A: x | B: x | C: x | D: x | E: 23% | F: -15% | G: 0% | H: 3% | I: 3%

Cc1ccc(S(=O)(=O)NCCNc2ccc([N+](=O)[O-])cc2C(F)(F)F)cc1
  A: u | B: -22 | C: 4% | D: i | E: -32%[inhibitor] | F: u | G: 22µM* | H: 4% | I: 22%

CC1(C)Cc2c(C#N)c(NCCN3CCOCC3)nc(-c3ccco3)c2CO1
  A: 6% | B: 23 | C: 8% | D: i | E: i | F: 2% | G: 25% | H: 5% | I: -1%

O=C(CCc1ccccc1)NCCC1=CCCCC1
  A: 4% | B: 20 | C: 11% | D: i | E: u | F: -30% | G: -1% | H: 9% | I: x

CCCOP(=O)(c1ccc(N(C)C)cc1)C(O)c1ccccc1OC (stereo not given)
  A: -1% | B: -25 | C: 9% | D: i | E: i | F: -8% | G: -13% | H: -7% | I: 5%

CCOc1ccc(S(=O)(=O)Nc2cc(C)ccn2)c2ccccc12
  A: 0% | B: 56 | C: -7% | D: i | E: i | F: 45%[activator] | G: -18% | H: -7% | I: 24%

COc1ccc([C@H]2/C=C\CN(C(=O)[C@H](Cc3ccccc3)NC(=O)OCC3c4ccccc4-c4ccccc43)CC(=O)N2Cc2ccc(F)cc2)cc1
  A: 1% | B: 17 | C: 4% | D: i | E: i | F: -7% | G: 24% | H: 1% | I: 9%

O=C1OC/C(=C(/O)c2ccc(Cl)cc2)C1=O
  A: 5% | B: 110 | C: -2% | D: i | E: -19% | F: 25% | G: -26% | H: -16% | I: -1%

CCc1ccc2[nH]c(=O)c(C(c3nnnn3CCOC)N3CCN(c4ccc(F)cc4)CC3)cc2c1 (stereo not given)
  A: -3% | B: -14 | C: 2% | D: i | E: i | F: -30% | G: -11% | H: 12% | I: u

CCC(C)(C)n1nnnc1CN1CCN(c2ccc(OC)cc2)CC1
  A: 12% | B: -1 | C: -6% | D: i | E: -20% | F: 0% | G: -1% | H: 4% | I: -30%

S=C(Nc1ccc(Cl)c(Cl)c1)NC1CCCCC1
  A: -16% | B: 45 | C: 6% | D: x | E: -9%[57.5 µM] | F: -16% | G: -2% | H: 9% | I: 21%

O=C(Nc1ccc2nn(-c3ccc(F)cc3)nc2c1)c1cccc2c(Cl)cccc12
  A: x | B: x | C: x | D: x | E: -47%[inhibitor] | F: -12% | G: 22% | H: -9% | I: -2%

CN(CC(=O)Nc1ccccc1Br)CC(=O)Nc1ccccc1C(F)(F)F
  A: 17% | B: 71 | C: 19% | D: i | E: -3% | F: -20% | G: 6% | H: 4% | I: 1%

COc1ccc(C2CC(=O)C3=C(C2)Nc2ccccc2NC3c2coc3ccccc3c2=O)cc1OC (stereo not given)
  A: 2% | B: u | C: 10% | D: i | E: -19% | F: -1% | G: -25% | H: -16% | I: u

COc1ccc(C)cc1NCc1nnc2n1CCCCC2
  A: 2% | B: x | C: 6% | D: x | E: 9% | F: -2% | G: 6% | H: -8% | I: 6%

O=C(CCNC(=O)C1CCN(S(=O)(=O)c2ccccc2)CC1)NCCc1cccc(F)c1
  A: -6% | B: 1 | C: 0% | D: i | E: -17% | F: -7% | G: -7% | H: 1% | I: 15%

CC(C)(CO)CNC(=O)CC1C(=O)NCCN1CC(c1ccccc1)c1ccccc1 (stereo not given)
  A: 1% | B: 1 | C: -4% | D: i | E: i | F: 2% | G: -8% | H: 7% | I: 1%

COC1CCN(C(=O)c2cc(COc3cc(C)ccc3C)on2)CC1
  A: 1% | B: 3 | C: 9% | D: i | E: -8% | F: u | G: 0% | H: 4% | I: 12%

CC(C)c1nc(NCCN2CCOCC2)c(C#N)c2c1COC(C)(C)C2
  A: -5% | B: -8 | C: 11% | D: i | E: -3% | F: -10% | G: 7% | H: 7% | I: 12%

CC(CNC(=O)Cn1cnc2c(NCc3ccccc3)ncnc21)c1ccccc1 (stereo not given)
  A: 1% | B: 5 | C: 0% | D: i | E: i | F: 2% | G: 15% | H: 4% | I: -5%

CN(C)C(=O)c1ccccc1Sc1ccc(Cl)cc1Cl
  A: 14% | B: 16 | C: 32% | D: i | E: -19% | F: u | G: u | H: 7%[9.22 µM] | I: -27%

Cc1ccc(Cl)cc1-n1c(=O)cc(N2CC(C)OC(C)C2)[nH]c1=O (stereo not given)
  A: -1% | B: 20 | C: -14% | D: i | E: -20%[57.5 µM] | F: 2% | G: -13% | H: -1% | I: 16%

CCN(CC)C(=O)Cn1cc(C(=O)C2CC2)c2ccccc21
  A: 1% | B: 9 | C: 0% | D: i | E: i | F: -10% | G: 13% | H: -3% | I: -20%

COc1ccc(Cn2c(C(=O)O)c(CNCc3ccc(SC)cc3)c3ccc(OC)cc32)cc1
  A: x | B: x | C: x | D: x | E: -12% | F: u | G: 4% | H: -11% | I: 14%

CCc1ccc(NC(=O)Cn2nnc(C(=O)NCCc3ccc(OC)c(OC)c3)c2N)cc1
  A: -1% | B: 3 | C: 3% | D: i | E: -12% | F: 10% | G: 6% | H: 1% | I: 18%

O=C(O)C1C2C=CC(C2)C1C(=O)Nc1cccc(C(F)(F)F)c1 (stereo not given)
  A: -1% | B: 1 | C: -4% | D: i | E: i | F: 8% | G: 8% | H: 10% | I: 4%

O=C(NCC1CCCO1)C(=O)N/N=C/c1ccc(OCc2ccccc2Cl)cc1 (stereo not given)
  A: 6% | B: 76 | C: 7% | D: i | E: -23% | F: 6% | G: u | H: 19% | I: -23%

COc1ccc(NC(=O)CSc2nnc(-c3cccs3)n2-c2ccccc2)cc1
  A: -8% | B: -11 | C: -1% | D: -107%* | E: i | F: 1% | G: 7% | H: 2% | I: 13%

Cc1cc[n+](-c2ccccc2)c2ccccc12
  A: 0% | B: 4 | C: -3% | D: i | E: -24% | F: -9% | G: 0% | H: 4% | I: 13%

CN1CCN(CCc2nc3cc(NC(=O)COc4ccc(Cl)cc4)ccc3n2C)CC1
  A: -6% | B: -18 | C: 4% | D: i | E: i | F: 10µM* | G: -17% | H: -18% | I: 2%

NC(=S)N/N=C/c1ccc(-c2cccc([N+](=O)[O-])c2)o1
  A: 1% | B: -10 | C: 6% | D: i | E: -27% | F: 0% | G: 10% | H: -8% | I: x

CCc1ccc(N2CCN(C(=O)c3ccc4c(c3)OCO4)CC2)cc1
  A: 1% | B: 6 | C: 20% | D: i | E: -24% | F: u | G: u | H: 27% | I: 15%

CCN(C(=O)c1cc([N+](=O)[O-])ccc1NCc1cccnc1)c1ccccc1
  A: 5% | B: 6 | C: -5% | D: i | E: -7% | F: -22% | G: 8% | H: 4% | I: 10%

CSC1=NSC2=NC(=O)/C(=C/c3coc4ccccc4c3=O)C(=N)N12
  A: -53%[inhibitor] | B: -15 | C: -7% | D: i | E: -41%[inhibitor] | F: -19% | G: -93%[inhibitor] | H: -92%[inhibitor] | I: 24%

O=S(=O)(c1ccc(F)cc1)N1CCN(C(=S)NCC2CCCO2)CC1 (stereo not given)
  A: 0% | B: 0 | C: -3% | D: i | E: -4% | F: 3% | G: 16% | H: 8% | I: 5%

CCN1CCSc2ccc(C(=O)NCc3cc(Br)ccc3OC)cc21
  A: 8% | B: -21 | C: 5% | D: i | E: i | F: u | G: 15% | H: -13% | I: 22%

CCCc1ccc(C(=O)COC(=O)CN2C(=O)NC3(CCCCC3C)C2=O)cc1 (stereo not given)
  A: 28% | B: -11 | C: -2% | D: i | E: i | F: u | G: 0% | H: 18% | I: 11%

CSc1ccc(CNC(=O)c2cc3cc(S(=O)(=O)N4CCCCC4)ccc3n2C)cc1
  A: x | B: x | C: x | D: x | E: -33%[inhibitor] | F: u | G: 29% | H: 6% | I: 31%

COc1ccc(-c2cc(C(=O)N3CCN(c4ccc(F)cc4)CC3)no2)cc1OC
  A: -1% | B: 20 | C: 1% | D: i | E: -25%&-49% | F: -19%&-3% | G: u | H: 4%&9% | I: 12%&-1%

N#Cc1ccc(Cn2c(=O)c(C#N)c3n(c2=O)CCC3)cc1
  A: -13% | B: 0 | C: -6% | D: i | E: i | F: -9% | G: 12% | H: -4% | I: 12%

CC(C)Cc1nnc(NC(=O)CCC(=O)Nc2ccc3cn[nH]c3c2)s1
  A: 2% | B: 8 | C: -1% | D: i | E: i | F: 21% | G: 5% | H: 10% | I: 3%

Only part of the results is shown (hit frequency here may not be typical).
